Screens from PubChem.
GLD-1 RNA inh – GLD-1/TGE RNA complex disruptors, primary screen, biochemical, fluorescence polarization; inhibition, % at 5.96 µM; Female germline-specific tumor suppressor gld-1 (Caenorhabditis elegans), Q17339; AID 2280, 2010; purified GLD-1 + fluorescein TGE RNA; 320,000 tested, 0.44% active;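 active = percent inhibition above a per-plate cutoff, the plate mean of test compounds plus 3 SD, cut at about 30% in these data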;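 note: 0% = DMSO wells with GLD-1 and probe and 100% = wells lacking GLD-1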
Target sequence (Q17339 whole entry, looked up): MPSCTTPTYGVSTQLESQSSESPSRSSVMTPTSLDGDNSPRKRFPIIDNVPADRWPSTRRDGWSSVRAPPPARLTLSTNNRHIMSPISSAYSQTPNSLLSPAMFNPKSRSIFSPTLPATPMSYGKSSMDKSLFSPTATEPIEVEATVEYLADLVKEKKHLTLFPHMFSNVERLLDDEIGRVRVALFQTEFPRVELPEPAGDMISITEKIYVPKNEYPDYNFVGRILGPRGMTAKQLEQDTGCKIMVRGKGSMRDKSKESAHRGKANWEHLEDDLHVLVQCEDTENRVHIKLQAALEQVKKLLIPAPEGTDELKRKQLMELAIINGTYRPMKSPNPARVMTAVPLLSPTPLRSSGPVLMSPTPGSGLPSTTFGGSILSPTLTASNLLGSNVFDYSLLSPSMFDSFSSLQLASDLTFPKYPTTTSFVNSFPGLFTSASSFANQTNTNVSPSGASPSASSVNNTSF
PAD4 FP inh – human PAD4 inhibitors, primary screen, biochemical, fluorescence polarization, 1536-well format | Protein-arginine deiminase type-4 (Homo sapiens), Q9UM07 | recombinant PAD4, RCA probe fluorescence polarization | inhibition, % at 6.36 µM | 330,000 tested, 0.41% active | AID 485272, 2010;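 active = percent inhibition above a cutoff equal to the mean of all tested compounds plus 3 SD, cut at about 15% in these data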;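 note: 0% = PAD4 with RCA probe and DMSO and 100% = probe without PAD4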
Target sequence (Q9UM07 whole entry, looked up): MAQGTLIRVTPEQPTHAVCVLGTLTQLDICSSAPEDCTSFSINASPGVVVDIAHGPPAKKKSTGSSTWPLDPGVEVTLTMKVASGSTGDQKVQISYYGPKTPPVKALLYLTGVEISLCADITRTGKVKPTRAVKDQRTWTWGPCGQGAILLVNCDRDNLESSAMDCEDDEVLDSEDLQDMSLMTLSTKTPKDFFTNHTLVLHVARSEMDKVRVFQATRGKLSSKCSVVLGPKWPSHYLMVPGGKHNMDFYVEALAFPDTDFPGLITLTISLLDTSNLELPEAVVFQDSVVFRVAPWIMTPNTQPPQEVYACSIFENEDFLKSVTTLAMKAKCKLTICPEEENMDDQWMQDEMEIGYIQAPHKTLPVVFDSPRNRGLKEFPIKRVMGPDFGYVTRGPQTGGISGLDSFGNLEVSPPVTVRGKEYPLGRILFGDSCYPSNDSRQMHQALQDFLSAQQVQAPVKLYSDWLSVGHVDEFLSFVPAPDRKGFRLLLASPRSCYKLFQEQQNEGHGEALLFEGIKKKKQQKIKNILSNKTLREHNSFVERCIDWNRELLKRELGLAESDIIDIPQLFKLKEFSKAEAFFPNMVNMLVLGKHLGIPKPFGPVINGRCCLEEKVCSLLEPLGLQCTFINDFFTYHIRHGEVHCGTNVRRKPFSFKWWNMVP
GSTO1 counter – inhibitors of recombinant GSTO1, primary screen, counter-screen for RBBP9 inhibitor project, biochemical, fluorescence polarization. 300,000 tested, 1.1% active. Glutathione S-transferase omega-1 (Homo sapiens), P78417. inhibition, % at 5.96 µM. activity-based probe fluorescence polarization;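 active = inhibition above the campaign mean inhibition plus 3 SD, cut at about 35% in these data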;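 note: 0% = GSTO1-1 with DMSO and 100% = wells lacking GSTO1-1 enzyme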
BCLXL inh – inhibitors of human Bcl-xL, primary screen, biochemical, fluorescence polarization, HTS. Bcl-2-like protein 1 (Homo sapiens), Q07817. GST-Bcl-xL / FITC-Bim BH3 peptide fluorescence polarization. inhibition, % at 10.9 µM. 320,000 tested, 0.7% active;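 active = inhibition above the mean of all tested compounds plus 3 SD, cutoff set per campaign, cut at about 30% in these data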;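 note: 0% = DMSO wells and 100% = unlabeled Bim-BH3 peptide competitor; inhibitors lower millipolarization by displacing the labeled peptide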
TPT1 inhibitor – Candida albicans TPT1 enzyme inhibitors, primary screen, biochemical, fluorescence polarization. AID 1962, 2009. inhibition, % at 5 µM. 300,000 tested, 0.81% active. recombinant caTPT1, FP RNA substrate dephosphorylation;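 active = inhibition above the mean of all tested compounds plus 3 SD, set per screening campaign, cut at about 24% in these data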;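 note: plate controls were DMSO alone for no effect and ferristatin control at 100 nM for full effect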
MCL1 BIM primary – inhibitors of MCL1 binding to BIM-BH3, primary screen, biochemical, fluorescence polarization | Induced myeloid leukemia cell differentiation protein Mcl-1 (Homo sapiens), Q07820 | GST-MCL1 / FITC-Bim-BH3 fluorescence polarization | inhibition, % at 10.9 µM | 320,000 tested, 0.68% active;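 active = inhibition above the mean inhibition of all tested compounds plus 3 SD, set per campaign, cut at about 40% in these data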;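 note: 0% = DMSO wells and 100% = unlabeled Bim-BH3 peptide control; higher means more loss of mP so more displacement of Bim peptide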
MEX-5 binding – MEX-5 zinc finger RNA-binding disruptors – biochemical, C. elegans, fluorescence polarization, MLPCN library, primary screen | Zinc finger protein mex-5 (Caenorhabditis elegans), Q9XUB2 | MEX-5/FITC-TCR2 RNA binding; active compounds read low | activity score (negative = inhibition of binding), % at 10 µM | 300,000 tested, 0.38% active | AID 1832, 2009;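 active = inhibition past about -25% in most replicates, and total fluorescence under double the plate's negative control median, limit read from the data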;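 note: 0% = DMSO and -100% = 5 µM competing unlabeled TCR2 RNA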
PME-1 inh – PME-1 inhibitors via competitive probe labeling, primary screen, biochemical, fluorescence polarization, FP-Rh probe, HTS; Protein phosphatase methylesterase 1 (Homo sapiens), Q9Y570; recombinant PME-1; inhibition, % at 5.9 µM; 320,000 tested, 0.53% active; AID 2130, 2009;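 active = inhibition above the campaign mean of all compounds plus 3 SD, cut at about 26% in these data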;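 note: competitive labeling of PME-1 active site by serine hydrolase directed probe; 0% = PME-1 with DMSO and 100% = wells lacking PME-1 enzyme; inhibitors block probe labeling so polarization falls and inhibition rises; many of its hits are not listed in these tables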
Fam108B counter – mouse Fam108B serine hydrolase inhibitors, primary screen, counter-screen for RBBP9 inhibitor project, biochemical, fluorescence polarization; recombinant Fam108B, FP-Rh probe fluorescence polarization; 300,000 tested, 0.33% active; inhibition, % at 9.51 µM;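 active = inhibition above the screen mean inhibition plus 3 SD, computed separately per campaign, cut at about 18% in these data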;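 note: inhibitors lower polarization as less probe binds the enzyme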
The depositor's hits bear a star; x = not tested or not shown.

SMILES	GLD-1 RNA inh	PAD4 FP inh	GSTO1 counter	BCLXL inh	TPT1 inhibitor	MCL1 BIM primary	MEX-5 binding	PME-1 inh	Fam108B counter
CCOC(=O)N1CCN(C(=O)COc2ccc3c(c2)C(=O)CC2(CCN(C(C)=O)CC2)O3)CC1	1.1	-1.1	1.1	4.2	-0.7	0.6	-2.0	6.5	1.7
CCOc1ccc(Cl)cc1S(=O)(=O)NC1CCCC1	-7.5	-5.2	-5.0	0.2	1.6	-1.4	-0.2	6.6	-4.3
CCOc1ccccc1/C=N/NC(=O)c1nnn(-c2nonc2N)c1CN1CCCC1	-5.0	-1.1	4.9	2.7	-1.8	-2.6	-0.6	-1.2	-4.3
Cc1ccc2c(c1)c1ncnc(N3CCOCC3)c1n2C	-6.0	-1.7	2.1	5.0	-1.8	-6.5	3.0	-1.4	-0.1
CC(NC(=O)CNC(=O)c1sc2ccccc2c1Cl)c1cccnc1 (configuration not stated)	-2.7	-9.7	2.7	-1.0	0.5	-1.6	1.8	6.4	-1.1
O=C(COn1nnc2ccc(Cl)cc21)NC12CC3CC(CC(C3)C1)C2	5.1	-3.4	2.5	-1.3	0.2	0.2	0.8	-0.4	-4.4
Cc1nnnn1/C(=C\c1ccccc1)C(=O)OCC(=O)NC(C)(C)C	-0.5	-2.0	-0.3	-2.1	-2.4	-10.9	1.9	1.4	1.1
COC(=O)c1ccc2nc(NC(=O)CN3C(=O)CCC3=O)sc2c1	-3.2	-7.8	-1.8	3.6	-1.6	9.2	-0.6	-4.9	-1.3
COc1ccc(C(CNC(=O)Nc2cccc(C)c2)N2CCN(C)CC2)cc1 (configuration not stated)	6.1	-1.3	13.0	-4.0	1.3	3.7	0.4	-9.9	3.8
O=C(CSc1nc2ccccc2s1)NC(=O)NCc1ccco1	2.5	-3.2	-6.0	6.6	1.6	11.1	-0.8	1.7	1.9
Cc1c(C(=O)CN2CCSCC2)c2ccccc2n1C	7.0	5.0	7.2	0.4	-0.8	1.2	-2.6	-2.6	0.2
CCOc1ccc(C(=O)NC(C)(C)CC)cc1	5.9	-2.1	1.1	2.4	0.5	6.3	-2.9	3.5	0.6
O=C(COc1cccc2ccccc12)N1CCN(c2ccccn2)CC1	1.0	-4.5	-0.7	4.1	-1.1	5.9	-3.2	6.4	2.5
C/C(=N/NS(=O)(=O)c1ccc(Cl)cc1)c1cccc(O)c1	-0.3	-2.2	2.3	4.1	-1.6	-0.9	-0.3	-3.2	-1.6
COc1ccc(NS(=O)(=O)c2ccc(C)c(C(=O)N3CCCCCCC3)c2)cc1	6.7	-1.0	13.6	-2.4	0.3	2.7	3.4	-0.1	1.7
Cc1oc(C(C)(C)C)cc1C(=O)NCC(=O)NCC(=O)O	-2.1	2.0	5.3	4.5	-2.0	4.1	0.2	2.2	4.1
O=C(NC1CCCC1)C(c1ccncc1)N(Cc1ccccc1F)C(=O)c1csnn1 (configuration not stated)	-0.3	1.9	11.2	3.5	1.9	5.0	-0.9	-5.1	-2.6
CC1CN(C(=O)c2cc3c(=O)n4ccccc4nc3s2)CC(C)O1 (configuration not stated)	7.7	0.5	1.0	4.2	-3.5	6.6	1.7	-2.0	0.2
Cc1onc(-c2ccccc2Cl)c1C(=O)N1CCCc2ccccc21	-2.7	4.1	8.4	1.0	-0.4	0.0	3.1	5.5	0.8
O=C(c1nnc(-c2ccc(Cl)cc2)o1)C1CCCC1	4.8	2.1	-2.2	3.8	-0.2	-3.4	x	3.8	-1.1
CCOC(=O)c1ccc(NC(=O)CSC2=NN3CCCC(=O)N=C3S2)cc1	-2.6	-0.3	10.2	4.2	-2.1	12.4	1.3	0.6	-0.1
CN(C)C(=O)CN1CCN(c2nc3nonc3nc2N2CCCCC2)CC1	14.9	8.4	-0.7	6.6	1.4	2.4	1.0	5.7	1.4
CC(=O)Nc1ccc(S(=O)(=O)N2CCN(C(=O)c3ncoc3-c3cccc(F)c3)CC2)cc1	6.6	-1.4	2.8	-3.4	4.2	-5.8	-1.1	1.7	-0.7
Cc1cc(/C=N\NC(=O)CC(=O)NC2CCCCC2)c(C)n1-c1ccc(Cl)c(Cl)c1	9.5	3.8	11.0	3.7	-2.5	7.4	-2.1	-0.5	6.1
Cc1cccc(CNc2ccc(C(CC(N)=O)NC(=O)c3cccc(Br)c3)cc2[N+](=O)[O-])c1 (configuration not stated)	-0.2	-0.3	3.6	1.9	1.8	9.2	2.7	3.0	0.3
(continued)
SMILES	GLD-1 RNA inh	PAD4 FP inh	GSTO1 counter	BCLXL inh	TPT1 inhibitor	MCL1 BIM primary	MEX-5 binding	PME-1 inh	Fam108B counter
Cc1ccc(C(=O)O)cc1N=Cc1cc(Br)cc(Br)c1O	2.2	7.8	13.4	18.4	-3.2	21.1	1.3	8.8	-2.4
C[C@H](NC(=O)[C@@H]1Cc2ccccc2CN1C(=O)OC(C)(C)C)C(=O)NCC1CCCO1 (some centres not stated)	-3.3	-4.4	2.9	2.0	-2.6	6.7	-0.3	3.6	4.0
Cc1ccc(/C=N/NC(=O)c2cc3c(s2)CCCC3)o1	-1.4	-7.2	x	9.5	x	8.1	x	-1.0	x
O=C(O)CCSc1nnc(SCC(=O)NCC(F)(F)F)s1	6.2	-1.8	-4.1	-2.1	-0.5	-1.5	0.5	-10.0	-3.5
Cc1cc(S(=O)(=O)Nc2cccnc2)c(Cl)cc1Cl	-5.8	-4.6	10.0	1.9	1.0	-2.1	0.6	-2.4	-0.9
Cn1nc(C(=O)Nc2ccc(S(=O)(=O)Nc3ncccn3)cc2)ccc1=O	1.5	-1.0	9.0	-0.9	9.0	2.0	0.0	-5.3	-1.3
CCn1c(=S)[nH]c2cc(Cl)ccc21	-6.7	4.9	9.7	-37.8	5.0	-25.4	3.3	-0.4	-0.2
CC1CCCCC12NC(=O)N(CC(=O)OCC(=O)NCc1ccc(F)cc1)C2=O (configuration not stated)	-4.2	-0.1	x	4.7	x	2.3	x	-6.0	x
C/C(=N\NC(=O)Cn1nc(C)c(Br)c1C)c1cccs1	-1.9	-6.6	-3.5	-4.1	-0.3	-5.1	0.7	0.0	-3.3
O=C(Nc1cccc2ccccc12)C1CCN(C(=O)NCc2ccccc2)CC1	-7.8	-2.9	1.9	2.7	-3.4	-1.2	-0.5	0.0	3.8
Cc1ccc(C(=O)Nc2ccc(S(=O)(=O)N3CCCC3)cc2)o1	1.0	-0.1	5.6	5.5	-0.4	2.4	1.2	4.8	4.7
C/C(=N\N1CCN(Cc2ccccc2)CC1)c1ccco1	2.1	-0.6	-1.1	-2.4	-0.6	-4.6	1.7	1.6	0.9
CCc1nnc(NC(=O)CCC(=O)NCc2ccc(OC)cc2)s1	1.2	-3.4	12.1	-0.6	-1.6	-1.6	0.1	11.6	5.5
O=C(c1ccco1)N1CCN=C1SCc1ccccc1F	-6.1	6.4	8.2	2.4	-7.0	3.2	1.1	-2.0	-1.1
CCOC(=O)C1=C(O)/C(=C/c2ccc(OCC(=O)O)c(OCC)c2)SC1=Nc1ccc(C)cc1	6.7	-1.1	-18.1	10.9	1.1	7.2	2.1	-6.8	-1.1
Cc1cccc(-n2ccnc2SCC(=O)Nc2nccs2)c1	-1.8	-7.0	-4.6	-1.0	0.0	-3.9	1.7	-3.3	1.8
C/C(=N\NC(=O)c1ccn[nH]1)c1cn(C)nc1C	8.8	6.6	6.0	3.7	-1.5	5.5	1.2	1.0	-1.5
CSc1nc2ccc(NS(=O)(=O)c3cccc(Cl)c3Cl)cc2s1	-3.2	-5.7	2.2	2.7	-0.7	-2.2	-3.3	-15.4	-7.1
O=C(CC1(O)C(=O)Nc2ccccc21)c1ccccc1 (configuration not stated)	-2.8	0.2	8.1	0.1	-1.8	-0.5	-0.2	3.1	-0.3
O=C(O)CSc1nnc(-c2ccccc2O)n1Cc1ccccc1	4.4	1.3	2.8	3.1	-1.7	2.2	0.7	-2.8	-1.3
COc1ccc(-c2noc(CCC(=O)NC3CCN(Cc4ccccc4)CC3)n2)cc1	0.5	-2.0	8.6	5.6	3.0	5.6	0.7	4.1	-7.2
CSc1ccc(CN(C)C(=O)C(Cc2ccccc2)NC(=O)c2ccccc2)cc1 (configuration not stated)	2.4	-0.1	18.9	3.9	-4.3	11.4	-1.2	4.1	0.6
N#Cc1c(Cl)cccc1N1CCCC1	7.3	-155.3	6.6	6.0	-1.5	4.1	0.5	1.1	-2.9
O=C(Nc1ccccc1-c1ccccc1)c1cnccn1	3.7	4.5	-1.3	-0.5	-2.0	6.7	0.9	3.5	5.1
O=C(c1cccs1)N1CCN(Cc2ccccn2)CC1	7.9	-5.5	-3.7	2.2	-1.3	0.1	-2.5	1.4	0.9
Next part
SMILES	GLD-1 RNA inh	PAD4 FP inh	GSTO1 counter	BCLXL inh	TPT1 inhibitor	MCL1 BIM primary	MEX-5 binding	PME-1 inh	Fam108B counter
COc1cccc(NC(=O)CSc2nnnn2C(C)C)c1	6.9	1.7	0.0	7.2	-2.7	11.5	-0.8	-4.1	2.0
Cn1c(=O)[nH]c(=O)c2c1nc(Br)n2C/C=N/NC(=O)c1ccccc1	2.0	1.1	-1.3	0.7	0.8	-0.3	-8.0	0.1	-2.0
CCCS(=O)(=O)N1CCCC(C(=O)NCc2ccc(C)cc2)C1 (configuration not stated)	2.8	1.6	21.2	5.1	-1.8	5.0	1.9	-3.7	-2.7
O=C(Nc1ccnc(-c2cccnc2)n1)c1ccc(Cl)cc1	0.0	-0.4	1.9	-6.6	0.3	-2.2	1.3	-4.9	-1.1
Cc1nc(-c2ccc(Cl)cc2)sc1C1(C)CC(c2ccc([N+](=O)[O-])cc2)=NO1 (configuration not stated)	6.8	-4.9	0.1	5.9	-1.4	10.2	-1.2	1.8	-3.2
COc1ccc(NC(=O)C2CCN(S(=O)(=O)c3ccc(N4CCCC4=O)cc3)CC2)cc1OC	5.2	-1.1	-4.3	0.8	1.6	1.8	0.3	4.8	4.5
COc1ccccc1C1C2C(=O)N(c3ccccc3)C(=O)C2ON1c1ccccc1 (configuration not stated)	3.0	-0.9	-0.1	0.8	1.4	3.6	1.9	7.6	0.7
COCCn1c(N)c(C#N)c2nc3ccccc3nc21	10.2	-5.8	27.1	7.2	0.3	0.2	0.0	-1.1	1.5
CC(C)(C)NCCCCOc1ccc(F)cc1	7.8	-1.1	1.9	4.5	4.0	6.3	-1.7	4.4	2.3
CC1CN(Cc2nnc(-c3ccccc3)o2)CC(C)O1 (configuration not stated)	4.6	-3.0	5.3	1.7	-1.8	5.0	-1.4	-10.0	-4.7
c1cnn(-c2cncc(-n3cccn3)n2)c1	-0.4	-2.1	13.7	3.0	1.1	-0.5	-1.0	-0.9	0.5
O=C(Nc1nc(-c2cccnc2)cs1)c1ccc([N+](=O)[O-])cc1	6.3	-3.0	-0.2	14.3	-2.0	4.5	-0.6	-2.9	-2.5

These rows are one share of the data. The share of hits here may be higher or lower than overall.
